MEX-5 binding: MEX-5 zinc finger RNA-binding disruptors – biochemical, C. elegans, fluorescence polarization, MLPCN library, primary screen; MEX-5/FITC-TCR2 RNA binding; stronger effect = lower value; activity score (negative = inhibition of binding), % at 10 µM; 300,000 tested, 0.38% active;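 active = inhibition past about -25% in most replicates, and total fluorescence under double the plate's negative control median, limit read from the data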;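 also: 0% = DMSO and -100% = 5 µM competing unlabeled TCR2 RNA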
Fam108B counter: mouse Fam108B serine hydrolase inhibitors, primary screen, counter-screen for RBBP9 inhibitor project, biochemical, fluorescence polarization; 300,000 tested, 0.33% active; recombinant Fam108B, FP-Rh probe fluorescence polarization; inhibition, % at 9.51 µM;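 active = inhibition above the screen mean inhibition plus 3 SD, computed separately per campaign, cut at about 18% in these data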;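 also: inhibitors lower polarization as less probe binds the enzyme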
GLD-1 TGE inh: GLD-1/TGE RNA complex disruptors, primary screen, biochemical, fluorescence polarization. Female germline-specific tumor suppressor gld-1 (Caenorhabditis elegans), Q17339. inhibition, % at 5.96 µM. 320,000 tested, 0.44% active. purified GLD-1 + fluorescein TGE RNA;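 active = percent inhibition above a per-plate cutoff, the plate mean of test compounds plus 3 SD, cut at about 30% in these data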;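 also: 0% = DMSO wells with GLD-1 and probe and 100% = wells lacking GLD-1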
MCL1-BIM inh: inhibitors of MCL1 binding to BIM-BH3, primary screen, biochemical, fluorescence polarization | Induced myeloid leukemia cell differentiation protein Mcl-1 (Homo sapiens), Q07820 | GST-MCL1 / FITC-Bim-BH3 fluorescence polarization | inhibition, % at 10.9 µM | 320,000 tested, 0.68% active;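 active = inhibition above the mean inhibition of all tested compounds plus 3 SD, set per campaign, cut at about 40% in these data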;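 also: 0% = DMSO wells and 100% = unlabeled Bim-BH3 peptide control; higher means more loss of mP so more displacement of Bim peptide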
Target sequence (Q07820 whole entry, looked up): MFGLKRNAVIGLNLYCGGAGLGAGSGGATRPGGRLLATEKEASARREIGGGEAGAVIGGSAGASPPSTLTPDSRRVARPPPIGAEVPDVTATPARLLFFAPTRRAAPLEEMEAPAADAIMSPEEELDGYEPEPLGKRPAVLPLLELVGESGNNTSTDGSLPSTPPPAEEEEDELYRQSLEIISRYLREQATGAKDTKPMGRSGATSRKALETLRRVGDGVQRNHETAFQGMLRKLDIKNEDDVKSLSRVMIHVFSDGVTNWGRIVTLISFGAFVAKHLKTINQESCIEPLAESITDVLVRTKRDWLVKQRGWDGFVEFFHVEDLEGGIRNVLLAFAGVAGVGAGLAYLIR
TPT1 inh: Candida albicans TPT1 enzyme inhibitors, primary screen, biochemical, fluorescence polarization | tRNA 2'-phosphotransferase TPT1 (Candida albicans SC5314) | recombinant caTPT1, FP RNA substrate dephosphorylation | inhibition, % at 5 µM | AID 1962, 2009 | 300,000 tested, 0.81% active;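 active = inhibition above the mean of all tested compounds plus 3 SD, set per screening campaign, cut at about 24% in these data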;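 also: plate controls were DMSO alone for no effect and ferristatin control at 100 nM for full effect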
BCLXL inh: inhibitors of human Bcl-xL, primary screen, biochemical, fluorescence polarization, HTS | inhibition, % at 10.9 µM | 320,000 tested, 0.7% active | Bcl-2-like protein 1 (Homo sapiens), Q07817 | GST-Bcl-xL / FITC-Bim BH3 peptide fluorescence polarization;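 active = inhibition above the mean of all tested compounds plus 3 SD, cutoff set per campaign, cut at about 30% in these data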;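 also: 0% = DMSO wells and 100% = unlabeled Bim-BH3 peptide competitor; inhibitors lower millipolarization by displacing the labeled peptide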
PME-1 inh: PME-1 inhibitors via competitive probe labeling, primary screen, biochemical, fluorescence polarization, FP-Rh probe, HTS; Protein phosphatase methylesterase 1 (Homo sapiens), Q9Y570; recombinant PME-1; inhibition, % at 5.9 µM; 320,000 tested, 0.53% active; AID 2130, 2009;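 active = inhibition above the campaign mean of all compounds plus 3 SD, cut at about 26% in these data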;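 also: competitive labeling of PME-1 active site by serine hydrolase directed probe; 0% = PME-1 with DMSO and 100% = wells lacking PME-1 enzyme; inhibitors block probe labeling so polarization falls and inhibition rises; many of its hits are not listed in these tables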
Target sequence (Q9Y570 whole entry, looked up): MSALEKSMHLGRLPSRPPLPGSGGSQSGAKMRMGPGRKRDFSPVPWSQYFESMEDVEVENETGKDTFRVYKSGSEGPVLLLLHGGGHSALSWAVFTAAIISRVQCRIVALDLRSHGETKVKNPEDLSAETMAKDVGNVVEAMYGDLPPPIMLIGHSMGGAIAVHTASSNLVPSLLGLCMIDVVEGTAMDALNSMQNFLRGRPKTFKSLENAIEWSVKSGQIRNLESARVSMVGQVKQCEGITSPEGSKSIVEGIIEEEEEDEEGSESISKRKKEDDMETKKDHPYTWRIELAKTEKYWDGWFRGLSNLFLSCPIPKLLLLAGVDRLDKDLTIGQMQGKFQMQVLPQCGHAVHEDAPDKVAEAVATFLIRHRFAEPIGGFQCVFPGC
GSTO1 counter: inhibitors of recombinant GSTO1, primary screen, counter-screen for RBBP9 inhibitor project, biochemical, fluorescence polarization; activity-based probe fluorescence polarization; inhibition, % at 5.96 µM; 300,000 tested, 1.1% active;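 active = inhibition above the campaign mean inhibition plus 3 SD, cut at about 35% in these data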;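 also: 0% = GSTO1-1 with DMSO and 100% = wells lacking GSTO1-1 enzyme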
Target sequence (P78417 whole entry, looked up): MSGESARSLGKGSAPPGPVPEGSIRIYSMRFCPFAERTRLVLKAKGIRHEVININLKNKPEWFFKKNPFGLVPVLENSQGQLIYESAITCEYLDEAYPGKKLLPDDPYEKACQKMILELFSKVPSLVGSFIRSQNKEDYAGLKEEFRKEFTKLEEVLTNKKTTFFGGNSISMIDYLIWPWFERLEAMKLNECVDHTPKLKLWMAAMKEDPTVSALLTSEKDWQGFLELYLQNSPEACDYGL
PAD4 FP inh: human PAD4 inhibitors, primary screen, biochemical, fluorescence polarization, 1536-well format. Protein-arginine deiminase type-4 (Homo sapiens), Q9UM07. recombinant PAD4, RCA probe fluorescence polarization. inhibition, % at 6.36 µM. 330,000 tested, 0.41% active;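 active = percent inhibition above a cutoff equal to the mean of all tested compounds plus 3 SD, cut at about 15% in these data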;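 also: 0% = PAD4 with RCA probe and DMSO and 100% = probe without PAD4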
An asterisk follows results filed as active; · = not tested or not shown. Not all compounds are listed; rates above refer to the full screens.

Value order – MEX-5 binding, Fam108B counter, GLD-1 TGE inh, MCL1-BIM inh, TPT1 inh, BCLXL inh, PME-1 inh, GSTO1 counter, PAD4 FP inh
[1] CCOC(=O)c1c(C)[nH]c(C)c1S(=O)(=O)N(C)CC(=O)NCc1ccc(C)cc1
→ 1.2, 0, 2, 4, -3, 9, 9, 9, 0
[2] CCCc1ccc2oc(C(=O)N(C)CCn3ccnc3C)c(C)c2c1
→ 1.4, 0, -5, 5, 0, 1, 4, 2, 4
[3] NC(=O)C1CCN(C(=O)CCC(=O)N2CCOc3ccc(Cl)cc32)CC1
→ -0.6, -4, -7, -2, -3, 0, 4, 0, 4
[4] CC(C)c1ccc(CNc2ccc3c(c2)ncn3C)cc1
→ -1.1, 5, 3, 22, -5, 12, 9, 3, -1
[5] CCn1c(=O)c2ccccc2n(CC(=O)NC2CCCCC2)c1=O
→ 0.7, 0, -1, -4, 5, 1, -6, 2, -6
[6] COc1cc(C(CC(=O)N2CCCC2)c2c(OC)cc(OC)c3c(-c4ccccc4)cc(=O)oc23)cc(OC)c1OC (configuration not stated)
→ 2.2, 2, 0, 19, 3, 7, -4, 4, -6
[7] COc1cccc(NC(=O)Cn2c3ccc(F)cc3c3nc4n(c(=O)c32)CCCS4)c1
→ 1.1, -4, 10, -1, -2, 7, 2, 0, -6
[8] CCCc1cc(=O)[nH]c(SCC(=O)Nc2cccc3ccccc23)n1
→ 1.3, -3, -1, 2, -4, 6, -2, 1, -1
[9] O=c1c2ccccc2[nH]c(=S)n1CCCN1CCN(C2CCCCC2)CC1
→ ·, 1, -4, 4, 3, 3, 0, -7, -5
[10] COc1ccccc1CNC(=O)Cc1ccc(C)cc1
→ -0.1, -9, 0, 1, 3, 5, 5, -1, -4
[11] Cc1ccc(N=Nc2c(N)[nH]n3c(=O)cc(C)nc23)cc1
→ -2.7, 2, 7, 9, 1, 5, 1, 3, 4
[12] Cc1cc(NC(=O)CSc2nc(-c3ccccc3Cl)nc3c2c(=O)n(C)c(=O)n3C)no1
→ 1.1, -1, 10, 4, 2, 7, 2, -2, 6
[13] COc1ccc(S(=O)(=O)NC2CC3CCC2C3)cc1Cl (configuration not stated)
→ -2.1, 0, 7, -2, 1, -3, -1, 0, -1
[14] O=C(O)Cn1nnc(-c2cccs2)n1
→ 1.6, -1, 3, -2, -2, 3, -9, 5, -1
[15] Cc1ccc(-c2nn(-c3ccccc3)cc2C(=O)NCC2CCCO2)cc1 (configuration not stated)
→ 0.3, -2, 6, -1, 0, -1, -1, 3, -2
[16] Cc1ccc(-n2nc3c(=O)n(CCCC(=O)NC4CCC(C)CC4)nc(C)c3c2C)cc1 (configuration not stated)
→ -0.5, 0, 2, 3, -3, 2, -4, 6, -3
[17] COc1ccc(C(C(=O)NC2CCCCC2)N(C(=O)c2cccs2)c2ccc3c(c2)OCO3)cc1 (configuration not stated)
→ -2.3, 2, -3, 3, 2, -1, -6, 3, -7
[18] C=C1CCN([C@@H](Cc2ccccc2)C(=O)NCc2ccccc2)S(=O)(=O)c2ccccc21
→ -0.6, -3, 5, 1, -1, 3, 0, -2, -1
[19] NNC(=O)CCN1CCCCC1
→ -2.0, 1, -1, -2, -8, -5, 6, 4, 4
[20] COc1ccccc1/C=C1\SC(=S)N(CCC(=O)Nc2cc(C)on2)C1=O
→ -19, -14, -3, -31, 10, -10, -8, -4, -1
[21] CCOC(=O)N1CCN(Cc2nc(-c3ccc(Cl)cc3)no2)CC1
→ -2.7, -1, -2, -6, 4, -4, -3, 1, -6
[22] Cc1cc(C(=O)Cn2cnc3ccccc3c2=O)c(C)n1C1CC1
→ 1.1, 0, 1, 0, 3, 5, 1, -1, -2
[23] O=C(Nc1cc(S(=O)(=O)Nc2ccc(Cl)cc2)ccc1N1CCCCC1)c1ccc(F)cc1Cl
→ 4.6, -33, 0, 15, 1, 7, -51, -8, -4
[24] N=c1c(C(=O)NCc2ccco2)cc2c(=O)n3ccccc3nc2n1CCc1ccccc1
→ -4.7, 1, 12, 20, 23, 32*, -6, 3, 0
[25] CCN(CC)CCNC(=O)C(C)c1nn(C)c(=O)c2ccccc12 (configuration not stated)
→ 1.8, 0, -7, 0, -5, 3, -2, 3, -1
[26] Fc1ccc(OCc2nc(-c3cccs3)no2)cc1
→ 0.1, 0, 2, -4, 4, 1, 3, 6, -3
[27] O=C1C=CC(=O)N1c1ccc(I)cc1Cl
→ -0.4, -3, 7, 13, -3, 5, -1, 5, -4
[28] Cn1c(=NC(=O)CS(=O)(=O)c2ccccc2)sc2cc([N+](=O)[O-])ccc21
→ 0.1, 0, 0, -6, -2, -1, 4, 2, -7
[29] Cc1cc(O)cc(=O)n1CCc1ccccc1
→ 2.6, -3, 0, -6, -5, -5, -9, 0, -4
[30] CC(c1nc2ccccc2c(=O)[nH]1)N1CCCN(S(=O)(=O)c2ccc(F)cc2)CC1 (configuration not stated)
→ ·, ·, 3, 1, ·, 2, 6, ·, 0
[31] CCOC(=O)N1CCN(Cc2cn3ccccc3n2)CC1
→ 0.0, -1, -8, 2, -2, 4, -1, -15, -1
[32] CCn1c(=O)n(CC)c2cc(S(=O)(=O)N3CCC(c4ccccc4)CC3)ccc21
→ 0.2, 1, 5, -4, -2, 4, 2, -1, 2
[33] COCCNC(=O)/C(C#N)=C\c1ccc(CNC(=O)C(=O)Nc2ccc(C)c(C)c2)o1
→ -13, 0, -2, 11, 0, 1, -4, 2, 2
[34] CC1(C)OC(=O)C(=Cc2ccc(-c3ccc(S(N)(=O)=O)cc3)o2)C(=O)O1
→ -3.8, 2, -2, -12, 28*, -9, -4, -4, -4
[35] CN(c1ccccn1)c1ncnc2[nH]ncc12
→ 1.5, 0, -5, 1, -3, 0, 0, 10, 0
[36] COc1ccc(C(C)(C)C)cc1NC(=O)COC(=O)c1cnc(C)cn1
→ -2.2, -3, 2, 1, -1, 6, -4, -9, -5
[37] Cc1ccc(S(=O)(=O)N(C)C)cc1NC(=O)[C@H](Cc1ccccc1)N1C(=O)c2ccccc2C1=O
→ 3.9, 2, 0, -2, 1, -1, 9, 2, -3
[38] CN(c1ccccc1C(=O)Nc1ccc(S(=O)(=O)N2CCOCC2)cc1)S(C)(=O)=O
→ 2.2, 2, 0, -3, 0, 2, -6, 1, 2
[39] CC(C)c1ccc(NC(=O)COc2nncc3ccccc23)cc1
→ -0.1, 2, -2, 4, -1, -1, 0, 3, -1
[40] O=C(CC1S/C(=N/N=C/c2c[nH]c3ccccc23)NC1=O)Nc1ccccc1 (configuration not stated)
→ -1.3, 10, -5, 0, 2, -2, 7, 4, -3
[41] COc1ccccc1N(C)C(=O)c1cc(S(=O)(=O)N2CCCC2)cn1C
→ 3.0, 3, 6, 5, -2, 5, -10, 2, -2
[42] CN(C)/N=C/c1ccc([N+](=O)[O-])cc1[N+](=O)[O-]
→ -0.8, 0, 3, 11, -7, 8, 2, 32, -11
[43] COc1cccc(CN2CCCC(N3CCc4ccccc4C3)C2)c1O (configuration not stated)
→ 1.4, -4, 4, 10, -1, -1, 4, 6, 4
[44] O=C(c1ccc(CS(=O)c2ccccc2Cl)o1)N1CCCCCC1 (configuration not stated)
→ 1.0, 0, 7, 5, -3, 4, -1, 3, 3
[45] Cc1cccc(N=C2NC(=O)/C(=C/c3cn(C)c4ccccc34)S2)c1
→ -2.0, 3, -52, -6, 3, 1, 15, -1, -4
[46] CSc1nc(N2CCN(c3ccccc3)CC2)cc(N2CCN(c3ccccc3)CC2)n1
→ 1.9, 0, 6, 5, -2, 2, -1, 3, -3
[47] COc1ccc(-c2nc3ccccn3c2Cl)cc1
→ 2.8, -3, 4, 8, 0, 2, -4, 4, -3
[48] COc1ccc(OCC(=O)Nc2cccc(-c3nc4ccccc4[nH]3)c2)cc1
→ -3.5, -21, 3, 0, 1, 1, -123, -36, 3
[49] CC(C)c1ccc(N(CC(=O)NCc2cccnc2)S(=O)(=O)c2ccccc2)cc1
→ -2.7, 2, 5, 4, 0, 6, -3, 1, -2
[50] CC(C(=O)N(C)C1CCS(=O)(=O)C1)N1C(=O)/C(=C/c2cccs2)SC1=S (configuration not stated)
→ -1.1, 3, -1, 5, -3, -5, -4, 23, 0
[51] Cc1ccc(S(=O)(=O)N2CCN(C(=O)COC(=O)c3c(C)noc3C)CC2)c(C)c1
→ 3.7, 0, 5, 2, -1, -5, 9, 1, 0
[52] O=C(CCN1C(=O)C2CC=CCC2C1=O)Nc1cccc(S(=O)(=O)N2CCCCC2)c1 (configuration not stated)
→ ·, ·, -3, -8, ·, 2, -3, ·, 3
[53] CCOc1ccc(NC(=S)NC(=O)c2c(Br)cnn2C)c([N+](=O)[O-])c1
→ -0.1, -2, -3, -2, 1, -2, 2, 0, -5
[54] O=C(Cn1cnc2c(nnn2Cc2ccccc2)c1=O)N1CCN(c2ccccc2)CC1
→ 1.6, 2, 0, 7, -3, 1, 0, 5, 0
[55] CCOCCCn1c(SCC(=O)/C(C#N)=C(\C)N)nc2ccccc2c1=O
→ -1.7, 1, 6, -5, 2, 4, 4, 2, -1
[56] C=CCN1C(=O)/C(=C/C(=O)OC)S/C1=N\NC(=O)c1ccccc1
→ 0.2, 1, -1, -1, -1, 4, -3, 6, 0
[57] COc1ccccc1C(=O)NC1CC2CCC(C1)N2Cc1ccccc1 (configuration not stated)
→ 1.1, -2, 3, -4, 0, -3, 6, 5, -1
[58] CCOc1ccc(-c2nc(S(=O)(=O)c3ccccc3)c(N3CCOCC3)o2)cc1
→ -0.3, 0, -1, 3, -2, 9, -1, 6, -1
[59] O=C(COC(=O)c1cc(S(=O)(=O)NCc2ccccc2)ccc1O)NCc1ccccc1
→ 1.0, 7, 0, 4, 1, 7, 4, 3, 3
[60] CCOc1ccc(C(=O)CCC(=O)Nc2cc(C)ccn2)cc1
→ -4.8, -6, 3, -8, 6, 0, -2, 3, 0
